# Screens from PubChem BioAssay.
# Polio RdRp inh – poliovirus RNA polymerase inhibition; P03300; actives 0.66% (n = 150,000); AID 588519; poliovirus polymerase elongation, fluorescence polarization; hits give low values; % elongation, % (compound at 16.7 µg/mL); in the data active = % elongation below about 90%; note: some results filed as inactive read as strong as hits
# Target sequence (P03300 1749-2209 limits assumed): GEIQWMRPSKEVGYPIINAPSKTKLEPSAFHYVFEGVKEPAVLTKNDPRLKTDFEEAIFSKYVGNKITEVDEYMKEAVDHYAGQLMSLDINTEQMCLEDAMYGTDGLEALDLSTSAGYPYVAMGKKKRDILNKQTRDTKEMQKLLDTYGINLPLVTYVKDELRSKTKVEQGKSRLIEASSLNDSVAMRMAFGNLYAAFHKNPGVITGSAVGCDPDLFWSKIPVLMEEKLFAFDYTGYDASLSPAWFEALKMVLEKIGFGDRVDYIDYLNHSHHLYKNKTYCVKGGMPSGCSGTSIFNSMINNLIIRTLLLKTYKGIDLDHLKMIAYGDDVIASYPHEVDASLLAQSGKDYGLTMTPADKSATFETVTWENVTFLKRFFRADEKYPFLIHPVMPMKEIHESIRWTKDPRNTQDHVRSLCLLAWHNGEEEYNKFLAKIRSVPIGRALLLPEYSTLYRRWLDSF
# Polio RdRp inh FP z-score – recorded beside Polio RdRp inh, whose call it bears; z-score; measured here: FP z-score; hits read low
# * = called active by the depositor. Some of the compounds tested; the hit share may differ from the screen's.
mol	Polio RdRp inh	Polio RdRp inh FP z-score
CCc1ccc(N2CC(C(=O)N3CCCC3)CC2=O)cc1 (stereo not given)	102	0.1
O=C(O)c1ccc(Nc2nnc(-c3c[nH]c4ccccc34)o2)cc1	94	-0.8
CCN(c1ccc(NC(=O)c2cc(Cl)c3c(c2)OCCCO3)cc1)C(C)C	103	0.3
COc1cccc(CNC(=O)CC2=NS(=O)(=O)c3ccccc3N2)c1	101	-0.3
C=C(C)CN1c2ccccc2Sc2ccccc21	99	-0.4
C=CCN=C1CC(C)(C)CC(=O)/C1=C(\O)CCC(=O)OC	101	-0.2
CCOC(=O)c1ccc(N2C(=O)c3n[nH]c(-c4cccs4)c3C2c2ccc(OCC)cc2)cc1 (stereo not given)	104	-0.9
COc1ccc(/C=C\c2onc(C)c2S(=O)(=O)N2CCC(C(=O)Nc3ccc(C)c(F)c3)CC2)cc1	108	0.6
Cc1ccc2oc(-c3cccc(N4C(=O)c5cccnc5C4=O)c3)nc2c1	101	-0.1
CCn1c(=O)cc(OCC(=O)NCc2ccc(F)cc2Cl)c2ccccc21	99	-1.9
Cc1cc(C)n(-c2ccc(Cl)c(C(=O)OCC(=O)NCc3ccco3)n2)n1	103	0.3
Cc1ccc(CN(C(=O)Nc2cccc(Cl)c2)c2ccccn2)cc1	104	-0.1
O=C(CCSc1nnc(-c2ccco2)o1)Nc1ccccc1	101	-0.1
CCOc1ccc(C(=O)c2oc3ccccc3c2NC(=O)Cc2coc3cc(C)cc(C)c23)cc1	118	0.2
CC(=O)N1c2ccccc2NC2=C(C(=O)CC(C)(C)C2)C1c1cccnc1 (stereo not given)	99	-0.1
Cc1c(C(=O)Nc2cccc(C(F)(F)F)c2)oc2ccc(S(=O)(=O)N3CCC4(CC3)OCCO4)cc12	104	-1.6
NC(C(=O)O)C(O)c1ccccc1 (stereo not given)	100	-0.3
COc1ccccc1CN1CCN(C2CCN(C(=O)Nc3ccccc3)CC2)C(=O)C1=O	109	0.7
Fc1ccccc1Nc1ccc2ccccc2n1	102	0
CC(=O)N=C1c2ccccc2CN1c1ccc(C#N)cc1	99	-1.3

# Brought forward from above: 2 entries; new compounds follow.
mol	Polio RdRp inh	Polio RdRp inh FP z-score
Fc1ccccc1Nc1ccc2ccccc2n1	102	0
CC(=O)N=C1c2ccccc2CN1c1ccc(C#N)cc1	99	-1.3
Cc1c(Cc2ccccc2)c(=O)oc2c(O)c(O)ccc12	102	0.9
CCCCOc1ccc(C(C)NC(=O)c2cccc(Nc3nc4ccccc4n4nnnc34)c2)cc1 (stereo not given)	109	0.5
O=C(c1ccc(F)cc1)N1CCCCC(Sc2ccccn2)C1=O (stereo not given)	95	-0.7
O=C(Nn1cnnc1)c1ccc(Cl)cc1	104	0.2
Cc1ccc(NC(=O)C(C)Sc2nnc(C3CCCCC3)n2C)cc1 (stereo not given)	102	0.4
CCSc1nnc(NC(=O)C2Cc3ccccc3CN2C(=O)c2ccco2)s1 (stereo not given)	102	-0.3
CC(C)(CC(=O)O)CC(=O)Nc1ccc2c(c1)OCO2	99	-0.6
CCOC(=O)COc1cc(=O)[nH]c2ccc(OC)cc12	103	0.3
O=C(Nc1ccc(-n2cnnn2)cc1)C1c2ccccc2Oc2ccccc21	105	0.4
NC1(N)OC(CN2C(=O)c3ccccc3C2=O)CS1 (stereo not given)	101	-0.1
Fc1ccc(NC(=S)NC2CC2)cc1Cl	95	-0.9
CCN(Cc1ccccc1)C(=O)C1CCN(S(=O)(=O)c2c(C)noc2/C=C/c2ccc(C)cc2)CC1	108	0.3
CC1CCc2c(sc3nc(C(C)C)n4c(SCC(=O)NCc5ccco5)nnc4c23)C1 (stereo not given)	103	0.2
CCOc1cc(/C=C2/C(=O)N(c3nn[nH]n3)N=C2C)cc(Cl)c1OCC	95	-2
COc1ccc(-c2cn3c(n2)sc2cc(C(=O)NCCCN4CCCCC4)ccc23)cc1	90*	-3.6*
COC(=O)C1=C(C)N(C)C(=S)N(C)C1c1cccc(Br)c1 (stereo not given)	97	-0.7
CN(C)NS(=O)(=O)c1ccc2c(c1)Cc1cc(S(=O)(=O)NN(C)C)ccc1-2	100	-0.1
O=C(Nc1ccccc1)c1ccccc1	108	0.5
CCCNC(=O)Cn1cnc2sc(C(=O)NCCCN3CCOCC3)c(C)c2c1=O	101	-0.4
Cc1ccc2c(c1)N(C(=O)N1CCC(C(=O)O)CC1)CC(C)O2 (stereo not given)	105	0.6

# Later entries
mol	Polio RdRp inh	Polio RdRp inh FP z-score
CCOC(=O)c1cccc(NC(=O)[C@@H](c2ccccc2)N2Cc3ccccc3C2=O)c1	104	-0.5
CCSC1=N/C(=C\c2ccccc2)C(=O)N1c1ccc(C)c(Cl)c1	98	-0.8
O=c1oc2ccccc2cc1-c1nnnn1-c1ccc(F)cc1	105	1.6
COC(=O)CC(=O)CSc1nc(C)cc(C(F)(F)F)c1C#N	102	0.3
NC(=O)c1c(NC(=O)c2cc3ccccc3o2)sc2c1CCC2	104	0.6
O=C(O)CCc1ccc(-c2ccccc2)n1-c1ccc(Cl)cc1	98	-0.6
Cc1ccc(CNC(=O)Cn2cc(C(=O)c3ccc(Cl)cc3)c(=O)c3ccc(C)nc32)cc1	108	0.1
O=C(O)CSc1nnc(-c2ccc(O)cc2)o1	103	-0.6
CCc1ccc2occ(CC(=O)Nc3c(C(=O)Nc4ccc(Cl)cc4)oc4ccccc34)c2c1	119	0.3
COc1ccc(N2CCN(Cc3c(O)ccc4ccccc34)CC2)cc1	99	-0.1
CNC(=O)CCN1C(=O)c2cccnc2Sc2ccccc21	102	0.5
Cc1cc(C(=O)C(C)Sc2nnc(N)s2)c(C)n1-c1ccc(Cl)cc1 (stereo not given)	104	0.1
CNC(=S)N(C)CCc1ccc(OC)c(OC)c1	102	-0.1
COc1ccc(OCCSc2nc3ccccc3n2C)cc1	105	0.2
CCOCCn1ccc2c(OCC(=O)Nc3cccc([N+](=O)[O-])c3)cccc2c1=O	111	1.1
Cc1ccc(CN(C)Cn2nc(-c3c[nH]c4ccccc34)n(-c3ccc(Cl)cc3)c2=S)o1	103	0.1
O=C(CSc1nnc2n1CCCCC2)N1CCCC1c1ccc2c(c1)OCCCO2 (stereo not given)	101	-0.2
Cc1ccc(-n2nc(C)cc2/N=C/N(C)C)cc1	106	0.4
O=C(O)Cn1ccnc1	99	-1.1
NC1=NC(=O)CC(C(=O)Nc2cccc3ccccc23)S1 (stereo not given)	101	-0.2

# Later entries:
mol	Polio RdRp inh	Polio RdRp inh FP z-score
C=C(C)c1ccccc1NC(=O)Cn1c(=O)sc2ccccc21	102	0
O=C1C(c2ccccc2)CCCC1c1ccccc1 (stereo not given)	108	0.8
CC1CCCC(C)N1C(=O)Cc1cccs1 (stereo not given)	128	2.8
CCOC(=O)c1c(CC(C)C)csc1NC(=O)C(C)C	104	0.5
COc1ccc(CN(C)CN2C(=O)NC3(CCC(C(C)(C)C)CC3)C2=O)cc1 (stereo not given)	104	-0.1
CC(C)C1Oc2cc3oc(=O)ccc3cc2/C1=N\O (stereo not given)	105	0
Cc1cc2c(cc3c(=O)n(CC(=O)N4CCc5ccccc5C4)ncn32)s1	101	-0.2
C=CCSc1nnc(NC(=O)CCNS(=O)(=O)c2ccccc2)s1	103	0.2
CCC(=O)Nc1ccc(-n2cnnn2)cc1	102	-0.3
O=C(Nc1c(-c2ccc(F)cc2)nc2ccccn12)c1ccccc1	101	0.2
O=C(Cn1c(=O)n(-c2ccc(F)cc2)c(=O)c2sc3ccccc3c21)NC1CCCCC1	104	-0.2
CC(=O)N1c2ccc(F)cc2C(C)CC12CCCC2 (stereo not given)	100	-0.3
O=C(c1cc2c(s1)-c1ccccc1OC2)N1CCCCC1	102	1
CCOC(=O)Cn1c(C)cc(=O)c2cccc(C)c21	101	0.2
COc1ccc(OC)c(/C=N/c2ncn[nH]2)c1	103	0.2
O=C(CSc1nnc(CN2CCCCC2)o1)Nc1c(Cl)cc(Cl)cc1C(=O)O	96	-1
CN(C)C(=O)CCCOc1ccccc1	101	-0.1
Cc1cc2c(cc(C(=O)OC(C(=O)NC3CCCCC3)C(C)C)n2C)o1 (stereo not given)	103	0.4
CNC(=O)c1ccccc1NC(=O)C1=CSCCO1	100	-0.5
N#CCn1c(=O)n(C2CCCCC2)c(=O)c2cccnc21	101	-0.3

# Compounds shown so far that contain a cyano group:
mol	Polio RdRp inh	Polio RdRp inh FP z-score
CC(=O)N=C1c2ccccc2CN1c1ccc(C#N)cc1	99	-1.3
COC(=O)CC(=O)CSc1nc(C)cc(C(F)(F)F)c1C#N	102	0.3
N#CCn1c(=O)n(C2CCCCC2)c(=O)c2cccnc21	101	-0.3

# The listing continues:
mol	Polio RdRp inh	Polio RdRp inh FP z-score
COc1ccccc1C(=O)Nc1ccc2nc(SCCOc3ccccc3C)sc2c1	108	0.2
COc1ccccc1NC(=O)CSc1nnc(-c2cccc(Cl)c2)o1	103	-0.3
COc1ccccc1OCCSc1nnnn1C1CCCCC1	102	0.2
Cc1ccccc1NC(=O)Nc1ccc2nc(N3CCN(C)CC3)cc(C)c2c1	103	-0.1
CCN(CC)C(=O)c1cc(-c2cccs2)nc2c1c(C)nn2-c1ccccc1C	103	0.2
CC(C)CN(C(=O)CSC1=Nc2ccccc2C2CC=NN12)C1CCS(=O)(=O)C1 (stereo not given)	103	0.3
O=C(Nc1ccc(N2CCOCC2)cc1)c1nc2ccccc2s1	110	1
COc1ccccc1NC(=O)COc1ncnc2ccccc12	104	0.2
CCCCn1nnnc1COC(=O)c1ccccc1SCc1c(C)noc1C	101	-0.2
Cc1ccc(Cn2c(C3CC3)nc3ccc(N)cc3c2=O)cc1	103	0.5
COCCCNC(=O)Cn1c(=O)n(-c2ccc(C)cc2)c(=O)c2c1c1cc(C)ccc1n2C	105	-0.3
CCOCCn1ccc2c(OCC(=O)Nc3ccc(OC(F)(F)F)cc3)cccc2c1=O	101	-1.6
CCOc1ccc(S(=O)(=O)N(Cc2ccco2)Cc2ccccc2C#N)cc1	100	-0.4
Cc1ccc(S(=O)(=O)c2c[nH]c3ccccc3c2=O)cc1	101	-0.3
O=C(O)/C(=C/c1ccc2c(c1)OCO2)NC(=O)c1ccccc1Br	98	-0.6
O=C(NCc1ccccc1)c1ccc2cn[nH]c2c1	100	-0.9
COc1ccccc1COn1c(=O)c(-c2ccco2)[n+]([O-])c2ccccc21	102	0.3
COc1ccc(NC(=O)Cn2c(=O)oc3cc(S(=O)(=O)NCc4ccccc4)ccc32)c(OC)c1	107	0.5
COC(=O)C12CC3CC(C)(CC(C)(C3)C1)C2	100	-0.4
Cc1ccc(S(=O)(=O)NCCOc2nc(N3CCOCC3)nc(N3CCOCC3)n2)cc1	102	0.5

# Next compounds follow:
mol	Polio RdRp inh	Polio RdRp inh FP z-score
CC1(C)CC(=O)C2=C(C1)OC(c1ccc(I)o1)C(C#N)=C2N (stereo not given)	103	0.2
c1ccc(-c2nc3cc(NCc4cccnc4)ccc3o2)cc1	101	-0.1
Cn1ccc2c(OCC(=O)NCc3ccccc3Cl)cccc2c1=O	111	1.2
CCc1ccc(CNC(=O)c2ccc(CS(=O)(=O)Cc3ccccc3C)o2)cc1	113	0.5
Cc1cccc(CSc2ncc(Cl)c(C(=O)Nc3sc4c(c3C#N)CCCC4)n2)c1	111	1.2
CCOC(=O)C1CCCN(C(=O)Cn2nc(C)n3c(cc4c(OC)cccc43)c2=O)C1 (stereo not given)	102	-1.2
CCc1c(C)sc(NC(=O)/C=C/c2cccs2)c1C(=O)OC	100	-0.3
CNC(=O)Oc1c(Br)cc2sc(=O)oc2c1Br	95	-2.4
CC(C)[C@H](NC(=O)c1ccc(C(C)(C)C)cc1)C(=O)NCc1ccco1	106	0.4
Cc1cc(C)n2nc(SCC(=O)NCc3ccc(Cl)cc3)nc2n1	100	-0.8
CC(C(=O)NCCc1ccccc1)n1c2ccccc2c2cn[nH]c(=O)c21 (stereo not given)	102	-0.1
O=C(O)CCN1C(=O)c2ccncc2C1=O	110	1.1
COCCN1C(=O)c2ccccc2C(C(=O)NC2CC2)C1c1cccs1 (stereo not given)	101	-0.7
CN1/C(=C\C(=O)c2ccccc2)C(C)(C)c2ccccc21	101	-0.7
O=C(Nc1nn[nH]n1)C1c2ccccc2Oc2ccccc21	98	-1.3
N#C/C(=C(/O)c1ccc(C(=O)c2ccccc2)cc1)c1nc2ccccc2s1	100	-0.3
COc1ccc(NC(=O)c2sc3nc(C(F)(F)F)cc(C)c3c2N)cc1OC	109	0.9
O=C(NC1CCCC1)c1cnc(N2CCCC2)nc1	106	1.8
Cc1ccc(NS(C)(=O)=O)cc1F	100	-1.1
O=C(c1cnc2c(c1)c(-c1ccccc1)nn2CCO)c1ccccc1O	104	0.3

# New compounds follow.
mol	Polio RdRp inh	Polio RdRp inh FP z-score
COC(=O)c1ccccc1S(=O)(=O)Nc1ccc2nc(C)sc2c1	119	3.3
COC(=O)c1c(N)n(-c2cc(Cl)cc(Cl)c2)c2nc3ccccc3nc12	99	-1.5
CCCNC(=O)c1c(C)c(C(=O)OCC)n(C)c1C	102	0.6
O=C(CSc1nnc(CNC(=O)c2c(F)cccc2Cl)o1)Nc1cccc(F)c1	109	-1
COc1ccc(OC)c(Nc2nc(-c3ccc(C)cc3)nc3ccccc23)c1	105	0.3

# Compound profiles, as listed above. Screens in order: Polio RdRp inh	Polio RdRp inh FP z-score
# `COC(=O)c1c(N)n(-c2cc(Cl)cc(Cl)c2)c2nc3ccccc3nc12` is listed with 99	-1.5
# `COc1ccc(OC)c(Nc2nc(-c3ccc(C)cc3)nc3ccccc23)c1` is listed with 105	0.3
# `CCCNC(=O)c1c(C)c(C(=O)OCC)n(C)c1C` is listed with 102	0.6
# `COC(=O)c1ccccc1S(=O)(=O)Nc1ccc2nc(C)sc2c1` is listed with 119	3.3
# `O=C(CSc1nnc(CNC(=O)c2c(F)cccc2Cl)o1)Nc1cccc(F)c1` is listed with 109	-1
